HRas wt GTP = human HRas wildtype GTP binding, change in either direction; P01112; GST-Ras wt beads, Bodipy-FL-GTP binding, flow cytometry; actives lie on both sides; GTP binding activity, % at 10 µM; actives 0.14% (n = 190,000); AID 759;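 active = GTP binding activity at least 20% away from the 100% baseline, either lowered as inhibitor or raised as activator; inconclusive = flagged as likely green fluorescent, judged across all proteins in the well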;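 also: 0% = unlabeled GTP competition control and 100% = no-compound control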
Pf gametocyte = inhibitors of late stage P. falciparum gametocyte viability; P. falciparum stage V gametocytes, ATP luminescence, 24 h; inhibition, % at 10.9 µM; actives 0.065% (n = 150,000);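 active = inhibition above the mean plus 3 SD of compounds within the control limits, set per campaign, cut at about 38% in these data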;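 also: 0% = DMSO wells and 100% = medium only without gametocytes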
Rab2A wt mod = changes GTP binding to wildtype dog Rab2A, up or down; actives 0.19% (n = 190,000); P61105; GST-Rab2 wt beads, Bodipy-GTP binding, flow cytometry; GTP binding activity, % at 10 µM; AID 760;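 active = GTP binding activity at least 20 points away from 100%, either lowered or raised; inconclusive = signal likely due to the compound's own green fluorescence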;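 also: 0% = beads with excess unlabeled GTP and 100% = no-compound control corrected for plate trend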
Mcl1 Noxa PPI = Mcl-1/Noxa interaction inhibition. Q07820. TR-FRET Mcl-1/Noxa peptide binding, 2 h. inhibition, % at 21.7 µM. actives 1.5% (n = 220,000). AID 1022;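 active = compounds that cut the protein-peptide binding signal by more than 50% relative to plate controls in a single-dose test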;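 also: His-tagged Mcl-1 with rhodamine Noxa BH3 peptide and terbium anti-His antibody; 0% = Mcl-1 plus Noxa peptide wells and 100% = peptide-only wells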
Target sequence (Q07820 whole entry, looked up): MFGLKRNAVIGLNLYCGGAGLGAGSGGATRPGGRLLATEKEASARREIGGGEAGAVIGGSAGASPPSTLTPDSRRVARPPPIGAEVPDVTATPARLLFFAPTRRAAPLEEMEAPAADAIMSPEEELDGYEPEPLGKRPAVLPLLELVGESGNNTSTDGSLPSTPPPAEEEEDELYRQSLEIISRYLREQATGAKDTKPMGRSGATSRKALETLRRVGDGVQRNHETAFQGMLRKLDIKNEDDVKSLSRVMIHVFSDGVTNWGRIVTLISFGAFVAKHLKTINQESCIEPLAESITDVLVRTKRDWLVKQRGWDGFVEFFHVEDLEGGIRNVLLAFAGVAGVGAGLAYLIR
Mcl1-Bid inh = disrupts binding of human Mcl-1 to Bid peptide; AID 1021; actives 0.97% (n = 220,000); inhibition, % at 21.7 µM; TR-FRET Mcl-1/Bid-Dy647 peptide binding, 1536-well; Q07820;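 active = compounds that cut the binding signal by more than half at the single screening dose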;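 also: His-tagged Mcl-1 with europium anti-His antibody binding Bid BH3 peptide; 0% = Mcl-1 plus peptide wells and 100% = peptide-only wells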
RGS8-Gao = regulators of human RGS8-Galphao interaction. P09471. multiplexed bead flow cytometry, RGS8-Galphao binding; actives lie on both sides. response (percent of control binding), % at 10 µM. actives 0.34% (n = 220,000); in the data active = response below about 60% or above about 140%; inactive = in between;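 also: Galphao activated as the GDP aluminium fluoride complex binding bead-coupled RGS8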
Target sequence (P09471 whole entry, looked up): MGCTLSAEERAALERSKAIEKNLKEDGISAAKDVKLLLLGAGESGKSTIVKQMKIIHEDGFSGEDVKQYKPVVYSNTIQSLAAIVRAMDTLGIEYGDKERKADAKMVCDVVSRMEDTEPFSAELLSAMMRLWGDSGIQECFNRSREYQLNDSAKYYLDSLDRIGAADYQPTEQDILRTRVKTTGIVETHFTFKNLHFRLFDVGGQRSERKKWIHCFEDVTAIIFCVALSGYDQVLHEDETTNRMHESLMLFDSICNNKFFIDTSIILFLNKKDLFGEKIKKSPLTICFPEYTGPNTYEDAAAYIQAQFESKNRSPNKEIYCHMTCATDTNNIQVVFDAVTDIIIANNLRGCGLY
Rab7 wt modul = modulators of GTP binding to dog Rab7 wildtype GTPase | GST-Rab7 beads, fluorescent GTP binding, flow cytometry; actives lie on both sides; untreated = 100%, excess cold GTP = 0% | GTP binding activity (percent of control), % at 10 µM | actives 0.055% (n = 190,000) | AID 758;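 active = fluorescent GTP binding to Rab7 beads changed by at least 20 points from the 100% baseline, either direction, mostly lower; inconclusive = compound itself probably fluorescent, or too few beads counted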;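 also: median green fluorescence of bound Bodipy-FL-GTP per Rab7 bead population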
Mcl-1 Bim block = human Bim-Mcl-1 interaction inhibition; Q07820; Bead-based flow cytometry, Bim peptide-Mcl-1 binding; inhibition, % at 10 µM; actives 0.1% (n = 190,000); in the data active = inhibition above about 40%;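 also: 0% = no compound tracer wells and 100% = peptide blocker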
Rac1 wt GTP bind = modulators of human Rac1 wildtype GTP binding; GTP binding activity (% of control), % at 10 µM; AID 757; actives 0.27% (n = 190,000); GST-Rac1 beads, fluorescent GTP binding, flow cytometry; actives lie on both sides; 0 = cold GTP competed, 100 = untreated;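 active = GTP binding activity at least 20 points away from the 100% control level, either lower or higher; inconclusive = compound flagged as likely green fluorescent, judged across all proteins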
Cdc42 wt = changes GTP binding to wildtype human Cdc42; GST-Cdc42 beads, Bodipy-GTP binding, flow cytometry; actives lie on both sides; actives 0.2% (n = 190,000); AID 761; percent activity (GTP binding), % at 10 µM;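 active = percent activity GTP binding at least 20 points away from the 100% baseline, either down as inhibitor or up as activator; inconclusive = compound flagged as likely green fluorescent from well-wide comparison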;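 also: median bead fluorescence of bound Bodipy-FL-GTP at 100 nM; 0% = excess unlabeled GTP control and 100% = no compound control; below 100% means less GTP binding so inhibitor and above means activator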
Target sequence (P60953 whole entry, looked up): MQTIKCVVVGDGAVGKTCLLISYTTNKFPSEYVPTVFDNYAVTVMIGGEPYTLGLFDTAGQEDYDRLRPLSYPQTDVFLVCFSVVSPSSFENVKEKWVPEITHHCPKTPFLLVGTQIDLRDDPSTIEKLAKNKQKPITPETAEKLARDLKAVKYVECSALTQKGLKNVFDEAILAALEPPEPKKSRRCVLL
Rac1 mut GTP = alters GTP binding to activated mutant human Rac1; GST-Rac1 activated beads, fluorescent GTP binding, flow cytometry; actives lie on both sides; 100% means binding = to untreated wells; percent activity (GTP binding), % at 10 µM; actives 0.11% (n = 190,000);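 active = GTP binding at least 20 percentage points away from the 100% baseline, in either direction, so actives lie on both sides; inconclusive = Compound likely fluorescent itself, or too few beads counted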
An asterisk follows results filed as active; ? = inconclusive; / = no result given.

cpd | structure | HRas wt GTP | Pf gametocyte | Rab2A wt mod | Mcl1 Noxa PPI | Mcl1-Bid inh | RGS8-Gao | Rab7 wt modul | Mcl-1 Bim block | Rac1 wt GTP bind | Cdc42 wt | Rac1 mut GTP
1 | Cc1ccc(C(=O)c2cnc3cc4c(cc3c2S(=O)(=O)c2ccccc2)OCCO4)cc1 | 101 | 19 | 101 | -124 | -30 | 97 | 101 | -3 | 105 | 101 | 101
2 | O=C1CC(SCc2nc3ccccc3[nH]2)C(=O)N1c1cccc(Cl)c1 (stereo not given) | 102 | 9 | 103 | -3 | -37 | 102 | 100 | -5 | 107 | 105 | 101
3 | Cc1ccc(S(=O)(=O)N(CC(=O)Nc2cccc([N+](=O)[O-])c2)C2CCCCC2)cc1 | 100 | -5 | 101 | 1 | -32 | 101 | 100 | -1 | 105 | 101 | 95
4 | O=C(Oc1ccc(N(C(=O)c2ccncc2)S(=O)(=O)c2ccc(Cl)cc2)cc1)c1ccncc1 | 96 | -26 | 95 | 10 | -8 | 105 | 96 | -3 | 99 | 94 | 93
5 | C=CCN1C(=O)C(Cc2ccc(Br)cc2)S/C1=N\N=C\c1ccco1 (stereo not given) | 100 | / | 100 | 10 | -4 | 99 | 101 | -2 | 100 | 102 | 98
6 | O=C(c1ccc(Br)o1)N1CCN=C1SCc1cccnc1 | 103 | / | 100 | -16 | -25 | 105 | 99 | 1 | 105 | 100 | 100
7 | CCN(CC)c1ccc(NC(=S)NCC2CCCO2)cc1 (stereo not given) | 91 | 11 | 94 | 8 | -31 | 101 | 100 | -2 | 89 | 90 | 90
8 | COc1ccc(C(C(=O)NC2CCCC2)N(Cc2ccccc2)C(=O)c2nsc(Cl)c2Cl)cc1 (stereo not given) | 98 | 20 | 96 | -17 | 5 | 92 | 97 | 0 | 97 | 96 | 94
9 | CCOc1cc(NC(=S)Nc2ccc(Cl)cc2)c(OCC)cc1NC(C)=O | 98 | -4 | 97 | 8 | -86 | 99 | 98 | -1 | 98 | 99 | 96
10 | C=CCn1c(SCC(=O)c2[nH]c(C)c(C(=O)OCC)c2C)nc2scc(-c3ccccc3)c2c1=O | 101 | 0 | 101 | -12 | -12 | 104 | 102 | -7 | 103 | 100 | 102
11 | COc1ccc(Cl)cc1NC(=O)C(=O)NCc1ccncc1 | 98 | -25 | 101 | 13 | -6 | 100 | 98 | -1 | 98 | 99 | 96
12 | CSCCNCc1c(C(=O)N2CCOCC2)nc2c(C)cccn12 | 97 | -21 | 98 | 3 | -7 | 98 | 98 | -2 | 99 | 96 | 96
13 | Cc1ccc([N+](=O)[O-])cc1N | 95 | / | 95 | 1 | -11 | 101 | 100 | 1 | 101 | 96 | 95
14 | CC(=O)Nc1cccc(Nc2nc(-c3ccccc3)nc3ccccc23)c1 | 96 | / | 96 | -8 | -3 | 103 | 96 | 0 | 97 | 97 | 97
15 | CCN(CC)c1ccc(/C=N/NS(=O)(=O)c2ccc(C)c([N+](=O)[O-])c2)cc1 | 96 | -16 | 98 | 16 | -8 | 92 | 99 | -1 | 100 | 100 | 97
16 | O=C(Cc1cccs1)OCC(=O)c1ccco1 | 99 | / | 97 | 13 | 0 | 98 | 98 | 0 | 101 | 103 | 94
17 | CC1CCN(c2ccc([N+](=O)[O-])cc2C(N)=O)CC1 | 100 | -15 | 98 | -16 | -27 | 107 | 104 | 2 | 98 | 96 | 96
18 | CCN(CC)c1nc2n(c(=O)n1)CCO2 | 96 | / | 95 | 3 | 7 | 104 | 95 | -6 | 93 | 96 | 96
19 | Cc1nn(C)cc1C(C)Nc1nc2nonc2nc1N1CCCCC1 (stereo not given) | 98 | 8 | 97 | 10 | -68 | 103 | 95 | -6 | 97 | 98 | 98
20 | Cc1ccc(OCC(=O)N2CCCCC2)c(Br)c1 | 101 | / | 102 | 11 | 7 | 97 | 101 | -11 | 102 | 99 | 99
21 | Cc1ccc2nc(NC(=O)CCCc3nc4ccccc4s3)sc2c1 | 103 | / | 103 | 16 | -46 | 96 | 103 | -4 | 104 | 97 | 97
22 | Cc1c(C#N)c(N)nc(Cl)c1C#N | 94 | 6 | 93 | 13 | -19 | 100 | 99 | 0 | 95 | 93 | 97
23 | CCCCCOc1ccc(C2C(C(C)=O)=C(C)Nc3ncnn32)cc1OC (stereo not given) | 100 | / | 99 | 4 | 1 | 111 | 102 | -3 | 104 | 97 | 101
24 | O=C(Cc1ccccc1)Nc1ccc(-c2nnc(-c3ccco3)o2)cc1 | 99 | 24 | 99 | 24 | 24 | 100 | 98 | -5 | 98 | 99 | 98
25 | CN(C)C(=O)Nc1cnc2ccccc2c1 | 101 | / | 101 | 4 | 2 | 101 | 103 | -3 | 103 | 103 | 99
26 | CC(C)CC(C)c1cc(N)nc2nc3ccccc3n12 (stereo not given) | 98 | 13 | 97 | 0 | -7 | 104 | 94 | -3 | 103 | 102 | 102
27 | Cn1cccc1Cc1nnc(SCC(=O)NCCc2ccccc2)n1C | 96 | 16 | 96 | -15 | -17 | 103 | 97 | -1 | 97 | 95 | 98
28 | Cc1ccc(OCc2ccc(C(=O)Nc3ccc(C(N)=O)cc3)o2)c([N+](=O)[O-])c1 | ? | 5 | ? | 36 | -71 | 107 | ? | 1 | ? | ? | ?
29 | COC(=O)c1sc(N2C(=O)C(O)=C(C(=O)c3ccc(C)o3)C2c2ccc(F)cc2)nc1C (stereo not given) | 96 | / | 95 | 8 | -15 | 79 | 96 | 1 | 96 | 93 | 93
30 | CC(=O)C1=C(C)OC(N)=C(C#N)C1c1cc2cc(C)c(C)cc2nc1Cl (stereo not given) | 103 | -17 | 102 | 5 | -8 | 103 | 104 | 0 | 104 | 102 | 99
31 | N/C(=N\OC(=O)Cc1ccc(-c2ccccc2)cc1)c1ccccn1 | 102 | / | 98 | -9 | 8 | 105 | 98 | 3 | 103 | 101 | 99
32 | CCCCNc1oc(-c2cccs2)nc1S(=O)(=O)c1ccccc1 | 100 | / | 99 | -7 | -65 | 99 | 99 | 4 | 99 | 100 | 96
33 | Cn1c(=O)n(C)c2cc(S(=O)(=O)NCc3ccco3)ccc21 | 95 | / | 96 | 4 | -1 | 101 | 94 | -3 | 99 | 97 | 97
34 | Cc1ccc(-n2nc(C)c(C3(O)C(=O)N(C)c4ccccc43)c2N)cc1 (stereo not given) | 98 | -24 | 98 | 1 | -34 | 97 | 100 | -3 | 101 | 97 | 97
35 | COc1ccc(OC)c(NC(=O)CCNS(=O)(=O)c2ccc3c(c2)c(=O)n(C)c(=O)n3C)c1 | 93 | -15 | 91 | 19 | -13 | 100 | 88 | 3 | 95 | 93 | 96
36 | O=c1cccc2n1Cc1cc3ccccc3nc1-2 | 99 | -34 | 101 | 12 | 2 | 101 | 100 | 1 | 103 | 104 | 99
37 | O=C(Cc1cccc(C(F)(F)F)c1)NCC(c1ccco1)N1CCCCC1 (stereo not given) | 99 | 11 | 98 | -1 | -25 | 99 | 104 | -3 | 101 | 97 | 97
38 | Clc1ccc(C(c2ccccc2)N2CCNCC2)cc1 (stereo not given) | 105 | -8 | 104 | 4 | -1 | 101 | 104 | 1 | 103 | 105 | 102
39 | O=C1CN(c2nc(-c3ccccc3)c3cc(Br)ccc3n2)c2ccccc2N1 | 98 | / | 97 | -56 | -16 | 101 | 102 | 1 | 96 | 96 | 96
40 | CC1CCc2sc(NC(=O)C3CC(Cl)=CCC3C(=O)O)c(C#N)c2C1 (stereo not given) | 98 | / | 96 | 1 | 3 | 112 | 102 | -3 | 101 | 95 | 93
41 | CC(=O)Nc1ccc(NC(=O)CCn2nnc3ccccc32)cc1 | 32* | / | 35* | -6 | 10 | 97 | 39* | 0 | 102 | 86 | 101
42 | CCO[C@H]1OC(C(=O)NCc2ccccc2)=C[C@@H](c2ccc3c(c2)OCO3)[C@@H]1CCCO | 97 | / | 97 | -9 | -1 | 102 | 96 | 3 | 97 | 99 | 99
43 | Cc1cc(C)n(CC(O)COc2ccc3ccccc3c2)n1 (stereo not given) | 99 | 1 | 100 | -7 | -11 | 103 | 105 | -1 | 103 | 99 | 98
44 | COC(=O)c1ccc(OCCn2cnc3ccccc3c2=O)cc1 | 104 | 3 | 105 | 9 | -4 | 101 | 102 | -5 | 106 | 106 | 101
45 | O=[N+]([O-])/C(C(=C(Cl)Cl)N1CCOCC1)=C1\NCCO1 | 99 | -11 | 98 | -1 | -40 | 100 | 101 | 0 | 101 | 96 | 95

Laid out differently: entries from further up.
32	CCCCNc1oc(-c2cccs2)nc1S(=O)(=O)c1ccccc1
33	Cn1c(=O)n(C)c2cc(S(=O)(=O)NCc3ccco3)ccc21
34	Cc1ccc(-n2nc(C)c(C3(O)C(=O)N(C)c4ccccc43)c2N)cc1 (stereo not given)
35	COc1ccc(OC)c(NC(=O)CCNS(=O)(=O)c2ccc3c(c2)c(=O)n(C)c(=O)n3C)c1
36	O=c1cccc2n1Cc1cc3ccccc3nc1-2
37	O=C(Cc1cccc(C(F)(F)F)c1)NCC(c1ccco1)N1CCCCC1 (stereo not given)
38	Clc1ccc(C(c2ccccc2)N2CCNCC2)cc1 (stereo not given)
39	O=C1CN(c2nc(-c3ccccc3)c3cc(Br)ccc3n2)c2ccccc2N1

entry no.	32	33	34	35	36	37	38	39
HRas wt GTP	100	95	98	93	99	99	105	98
Pf gametocyte	/	/	-24	-15	-34	11	-8	/
Rab2A wt mod	99	96	98	91	101	98	104	97
Mcl1 Noxa PPI	-7	4	1	19	12	-1	4	-56
Mcl1-Bid inh	-65	-1	-34	-13	2	-25	-1	-16
RGS8-Gao	99	101	97	100	101	99	101	101
Rab7 wt modul	99	94	100	88	100	104	104	102
Mcl-1 Bim block	4	-3	-3	3	1	-3	1	1
Rac1 wt GTP bind	99	99	101	95	103	101	103	96
Cdc42 wt	100	97	97	93	104	97	105	96
Rac1 mut GTP	96	97	97	96	99	97	102	96

Random draw from the library; 2.9% or so of the library scored in one or more.
